Screening data from PubChem BioAssay.
HIV fusion peptide = cell-free HIV fusion peptide-binding blockers – biochemical, uHTS, fluorescence dequenching, primary screen (AID 1986); cell-free peptide binding, fluorescence dequenching, 30 min; higher % means a stronger effect; one-dose inhibition, % at 20 µM; IC50 in µM for titrated hits; actives 0.3% (n = 290,000); in the data active = inhibition mostly above about 52%, no sharp cut-off; inactive = mostly below about 76%; also: some results filed as inactive read as strong as hits
AID2073 = inhibitors of Mint1-CaV2.2 protein interaction, biochemical, HTRF (AID 2073). actives 0.19% (n = 290,000). inhibition, % at 20 µM; hits with a dose series show IC50 in µM. HTRF protein-protein interaction, Mint1-CaV2.2; higher % means a stronger effect; in the data active = inhibition mostly above about 51%, no sharp cut-off; also: some results filed as inactive read as strong as hits
The depositor's hits bear a star. An excerpt; count on the stated rates, not on these rows.

Values run as follows: AID2073 | HIV fusion peptide
COc1ccc(NS(=O)(=O)c2ccc(N3CCN(CCO)CC3)c([N+](=O)[O-])c2)cc1
  10.7% | -0.4%
COc1ccc(N(C(=O)c2snc(C(N)=O)c2N)C(C(=O)NC2CCCC2)c2cccs2)c(OC)c1 (centres undefined)
  4.3% | -0.8%
COc1ccccc1CN(C)C(=O)c1cc(-c2cccs2)nc2ccccc12
  4.0% | -1.0%
Cc1ccccc1NC(=O)CSc1ccc(-c2ccccn2)nn1
  2.0% | 2.0%
CCOC(=O)C1(CCCc2ccccc2)CCN(S(C)(=O)=O)CC1
  10.8% | -1.3%
COc1ccc(NS(=O)(=O)c2ccc3ccccc3c2)c2ncccc12
  16.8% | 1.4%
O=C(CCCCCNC(=O)N1CCn2c1nc1ccccc12)N[C@@H](Cc1ccccc1)C(=O)O
  10.0% | 0.5%
Cc1nc(SCC(=O)NCCc2ccccc2)c2c(=O)n(C)c(=O)n(C)c2n1
  7.8% | 2.0%
O=C(NC1CCN(C(=O)NC2CCCCC2)CC1)c1cccc(F)c1
  4.5% | -0.9%
Cc1ccc(CNC(=O)CN2C(=O)NC(C)(c3ccc(Cl)cc3)C2=O)cc1 (centres undefined)
  -0.5% | 1.8%
CC1CCN(c2ccc(-c3cccc(NC(=O)C(F)(F)F)c3)nn2)CC1
  9.3% | -0.2%
CC(C)(C)c1nnc(NC(=O)C2CC(=O)N(CCc3ccc(F)cc3)C2)s1 (centres undefined)
  -8.3% | 3.6%
O=C(c1ccc(-n2ccnc2)cc1)N1CCCC(CO)(Cc2cccc(Cl)c2)C1 (centres undefined)
  3.8% | 1.0%
Cc1csc(NC(=O)c2ccccc2)n1
  -2.0% | 0.1%
O=C(O)CSCC(=O)Nc1ccccc1SCCS(=O)(=O)c1ccc(Cl)cc1
  -9.4% | -0.2%
O=C(NC1CCN(Cc2ccc3ccccc3c2)CC1)c1ccccc1
  5.5% | -1.2%
Cc1cc2cc(OCc3ccccc3)ccc2n1C
  6.9% | 0.9%
COc1ccc(CCNCc2c(OC)ccc3ccccc23)cc1OC
  8.1% | -0.1%
CC(C)c1nc(SCC(=O)Nc2ccc(C(=O)O)cc2)c2c3c(sc2n1)CCCC3
  7.0% | 30.2%
O=C(C1CCN(S(=O)(=O)c2cnc[nH]2)CC1)N1CCN(c2ccc([N+](=O)[O-])cc2)CC1
  5.0% | 0.5%
Cc1cccc(NC(=S)N2CCCC2)c1
  2.3% | -0.9%
Cc1ccc(-c2csc3ncnc(NCCC(=O)O)c23)cc1C
  24.2% | 3.1%
FC(F)(F)c1ccc(NCCc2ccccc2)nc1
  -3.0% | 2.3%
COc1ccc(N2CC(C(=O)N[C@@H](C)C(=O)NC(C)c3ccccc3)CC2=O)cc1 (some centres undefined)
  7.0% | -1.0%
COc1ccccc1N1CCN(Cc2cc(=O)c(OCC#N)co2)CC1
  6.3% | 2.1%
CCc1ccc(N(CC(=O)NC(C)C)C(=O)CCC(=O)Nc2nccs2)cc1
  7.0% | -1.5%
O=C(NC1CCCCC1)c1ccc([N+](=O)[O-])o1
  -3.8% | 2.0%
FC(F)(F)c1nnc2n1N=C(c1ccccc1)CS2
  -9.3% | -1.0%
Cc1c(C(=O)Nc2nonc2-c2ccc(F)cc2)oc2ccc(F)cc12
  8.8% | 5.0%
CN(CC(=O)Nc1ccccc1Cl)C(=O)COC(=O)c1ccc(Cl)cc1[N+](=O)[O-]
  2.5% | 0.5%
Cc1cccc(NC(=O)NC2CCCCCCC2)c1
  -7.5% | 1.4%
Cc1c(NC(=O)c2ccccc2NC(=O)COc2ccccc2)cccc1C(=O)O
  -7.9% | 0.3%
Cc1cc(C)cc(N(CC(=O)NC2CCCC2)C(=O)c2csnn2)c1
  -0.1% | -0.2%
Cn1cc(Br)c(C(=O)N2CCCCCC2)n1
  8.0% | -1.1%
CC(=O)c1ccc(NC(=O)/C(=C\c2ccco2)NC(=O)c2ccco2)cc1
  -3.8% | 4.1%
CC(=O)Nc1ccc(S(=O)(=O)NCc2cc(=O)n(C)c(=O)n2C)cc1
  5.6% | 1.3%
CN1CCN(C(=O)/C(=C/c2ccccc2Cl)NC(=O)c2ccccc2)CC1
  -3.3% | -1.1%
O=C(Nc1ccccc1O)c1ccc(NC(=O)C2CC2)cc1
  0.2% | 0.7%
Cc1cccc(C)c1OCC(=O)NNC(=S)NC(=O)C1CC1
  -34.2% | -0.2%
COc1ccc(OC)c(S(=O)(=O)N2CCC(NC(=O)c3ccccc3)CC2)c1
  6.6% | 2.1%
COc1cc2c(cc1OC)/C(=C/C(=O)c1ccc(C)cc1)NCC2
  16.0% | 3.8%
COc1cc(OC)c(C(=O)Nc2cccnc2)cc1OC
  9.7% | 0.8%
O=S(=O)(Nc1cccc(-c2ccc(N3CCCCCC3)nn2)c1)c1ccccc1Cl
  9.3% | 1.3%
O=C(NCCC(=O)N1CCCCC1)c1ccc(Br)cc1
  -0.7% | 1.9%
O=C(COc1ccccc1)Nc1ccc2[nH]ncc2c1
  8.5% | 0.4%
COc1ccc(-c2nnc(SCc3ccc(C(=O)O)cc3)n2C)cc1OC
  7.8% | -0.6%
COc1ccccc1NC(=O)Cn1cnc2c(nc3n2CCCCC3)c1=O
  8.6% | -0.3%
COc1ccc(N(CC(=O)Nc2cccc(C)c2)S(=O)(=O)c2c(C)noc2C)cc1
  3.5% | -0.8%
COc1cc(OC)cc(C(=O)NCC(=O)Nc2ccc(C)c(Cl)c2)c1
  -4.9% | 2.4%
O=C(Nc1ccccc1Cl)Nc1ccnn1C1CCN(C(=O)CCN2CCCO2)CC1
  5.1% | -2.5%

Further entries.
Values run as follows: AID2073 | HIV fusion peptide
O=C(CSc1n[nH]c(-c2ccncc2)n1)Nc1ccc(Cl)cc1
  -0.2% | -0.4%
CCOc1ccccc1C(=O)NC1CCN(CC(=O)Nc2cc(OC)ccc2OC)CC1
  2.1% | 0.7%
Cc1cccc(C(=O)N2CCN(S(=O)(=O)c3ccc4c(c3)OCCCO4)CC2)c1[N+](=O)[O-]
  6.0% | -1.7%
COc1ccc(S(=O)(=O)N(C)c2ccc(C(=O)N3CCN(C)CC3)cc2)cc1
  -3.1% | -0.4%
CC(=O)N1CCN(C(=O)CNC(=O)c2ccc(Br)o2)CC1
  15.0% | -0.2%
CC1=C(C(N)=O)C(c2ccccc2[N+](=O)[O-])n2ncnc2N1 (centres undefined)
  41.4% | 1.6%
Cc1c(C(=O)N2CCCC2)c(S(=O)(=O)Nc2cccc(Br)c2)c(C)n1C
  18.3% | 1.0%
CSc1ccc(-c2nc(CSCC(=O)NC3CC3)c(C)o2)cc1
  14.7% | 0.5%
COc1ccc(-c2cc(-c3ccc(C)cc3)n[nH]2)c(O)c1
  5.5% | -1.8%
COc1ccc(N2CC(C(=O)Nc3ccc4c(c3)OCCO4)CC2=O)cc1 (centres undefined)
  -7.6% | -0.9%
O=C(Nc1ccccc1Cl)NC1CCCCCCC1
  8.4% | -1.1%
Oc1ccc(N2CCN(CC(O)c3ccccc3)CC2)cc1 (centres undefined)
  -83.2% | -1.7%
Cc1ccc(Oc2ccc(S(=O)(=O)N3CCOCC3)cc2C(N)=O)cc1C
  6.1% | 0.1%
COc1ccc(OC)c(NC(=O)CCOc2cccc(C)c2)c1
  -4.2% | 1.3%
O=C(COc1ccc(Cl)cc1Cl)N/N=C/c1cccnc1
  4.4% | 2.0%
COc1cccc(CN(C)C(=O)CSc2nc3ccccc3[nH]2)c1OC
  -5.4% | -2.3%
CCc1sc(C(=O)Nc2nc(C)cs2)cc1C
  11.6% | 1.0%
Cc1ccc(C)c(NC(=O)CSc2cccc3cccnc23)c1
  11.1% | -1.3%
COc1ccc(C)c2sc(NC(=O)C3CC3)nc12
  7.7% | -0.8%
CCCc1nc2nc(C)c(NS(=O)(=O)c3ccc4c(c3)CCCC4)c(=O)n2[nH]1
  9.2% | 2.7%
COC(=O)NN=C1CCC(c2ccccc2)CC1 (centres undefined)
  9.5% | -2.5%
CC(=O)C1=C(C)Nc2ncnn2C1c1ccc(F)cc1 (centres undefined)
  2.5% | 2.8%
O=C(NCc1cccnc1)Nc1cc(Cl)cc(Cl)c1
  -0.2% | 1.4%
CCCc1c(C)nc(N2CCN(c3ccc(F)cc3)CC2)[nH]c1=O
  3.2% | 1.1%
CC(NC(=O)c1ccccc1)c1nnc(SCC(=O)NC2CCCC2)n1C (centres undefined)
  5.4% | -4.5%
Cc1c(OCC(=O)NCCCN2CCCC2=O)ccc2c3c(c(=O)oc12)CCCC3
  8.5% | -0.1%
O=C(O)c1ccccc1NC(=O)C1C2C=CC(C2)C1C(=O)O (centres undefined)
  9.5% | 2.5%
Cc1cc(=O)n2nc(N3CCC(C(=O)NCc4ccc(F)cc4)CC3)sc2n1
  3.1% | -0.9%
COCCCN1C(=O)C(=O)/C(=C(/O)c2ccc(S(=O)(=O)N3CCOCC3)cc2)C1c1ccc(Cl)cc1 (centres undefined)
  -2.4% | 1.4%
COc1ccc(NC(=O)C2CCCN2C(=O)Nc2ccc(OC)cc2)cc1 (centres undefined)
  0.1% | 1.6%

Part of the list above, as a markdown table.
| compound | AID2073 | HIV fusion peptide |
| --- | --- | --- |
| Cc1cc(=O)n2nc(N3CCC(C(=O)NCc4ccc(F)cc4)CC3)sc2n1 | 3.1% | -0.9% |
| O=C(O)c1ccccc1NC(=O)C1C2C=CC(C2)C1C(=O)O (centres undefined) | 9.5% | 2.5% |
| COc1ccc(NC(=O)C2CCCN2C(=O)Nc2ccc(OC)cc2)cc1 (centres undefined) | 0.1% | 1.6% |
| COCCCN1C(=O)C(=O)/C(=C(/O)c2ccc(S(=O)(=O)N3CCOCC3)cc2)C1c1ccc(Cl)cc1 (centres undefined) | -2.4% | 1.4% |
| Cc1c(OCC(=O)NCCCN2CCCC2=O)ccc2c3c(c(=O)oc12)CCCC3 | 8.5% | -0.1% |
| CCCc1c(C)nc(N2CCN(c3ccc(F)cc3)CC2)[nH]c1=O | 3.2% | 1.1% |

Next part.
Values run as follows: AID2073 | HIV fusion peptide
CC(C)Oc1ccc(Br)cc1C(=O)N/N=C/c1c[nH]c2ccccc12
  25.2% | -3.5%
COc1cc(OC)c(OC)cc1CCC(C)NCCC(c1ccccc1)c1ccccc1 (centres undefined)
  3.9% | -1.8%
O=C(CCl)Nc1ccc(S(=O)(=O)Nc2nccs2)cc1
  9.2% | 2.4%
COc1ccc(-c2cc(C(=O)NN3CCOCC3)c3ccccc3n2)cc1OC
  5.5% | 1.0%
CCOc1cc(C(C(=O)NCC2CCCO2)N(C(=O)Cn2nnc3ccccc32)c2cccc(OC)c2)ccc1O (centres undefined)
  10.3% | -1.2%
Cc1cc(=O)nc2c3ccccc3n(CC(=O)NCCC3=CCCCC3)n12
  6.9% | 2.4%
CCc1cc(=O)oc2cc(C)cc(OCC(=O)NCC(O)c3ccccc3)c12 (centres undefined)
  13.9% | 0.5%
Cc1c(C)c2ccc(OCC(=O)Nc3cccnc3)cc2oc1=O
  1.8% | -0.7%
COc1cccc(NC(=O)N2CCCC2C(=O)Nc2cc(C)ccc2OC)c1 (centres undefined)
  4.9% | -2.3%
CCc1cc(CNC(=O)c2cc(COc3ccc(C)nc3)on2)on1
  8.2% | 1.7%
COc1ccc(S(=O)(=O)N2CCC(C(=O)NCc3cccnc3)CC2)cc1OC
  10.8% | -2.3%
COc1cccc(CNC(=O)N2CCN(c3ccccc3C)CC2)c1
  19.7% | -1.9%
CC(NC(=O)[C@H](NC(=O)[C@@H]1Cc2ccccc2CN1)c1ccccc1)c1ccccc1 (some centres undefined)
  32.8% | -1.6%
Cc1ccc(S(=O)(=O)N2CCCCC2)cc1
  11.0% | 1.2%
COc1cc(/C=C/[N+](=O)[O-])ccc1OC(=O)c1cc2ccccc2oc1=O
  -33.5% | -1.3%
C=CCn1c(Cc2cccs2)nnc1SCC(=O)NC1CC1
  0.6% | 0.5%
CCCCNC(=O)c1cc2nc(-c3ccccc3)cc(C(F)(F)F)n2n1
  17.0% | 0.5%
C=CCn1c(=O)c2ccccc2n2c(SCC(C)=O)nnc12
  8.4% | -0.8%
O=C(NCc1ccccc1Cl)c1ccc(NC2=NC3CS(=O)(=O)CC3S2)cc1 (centres undefined)
  -2.9% | -2.9%
Cc1cc(NC(=O)CCC(=O)N(CC(=O)NC2CCCC2)c2ccc(F)c(Cl)c2)no1
  18.6% | -0.5%
CCCCS(=O)(=O)N1CCCC(C(=O)NCC2CCCO2)C1 (centres undefined)
  2.1% | 1.3%
CCOC(=O)C1(CCOC)CCN(Cc2cccc(OCc3ccccc3)c2)CC1
  1.3% | 1.0%
Cc1ccc(NS(=O)(=O)c2cccc3cccnc23)c(Br)c1
  11.0% | -1.4%
CC(=O)Nc1ccc(N=c2cc([N+](=O)[O-])cc(Cl)n2O)cc1
  24.0% | -2.6%
O=C(CN(C(=O)CNC(=O)c1ccco1)c1ccc(F)cc1)NC1CCCC1
  9.9% | -2.0%
Oc1ccc(-c2nc3ccccc3nc2-c2ccccc2)cc1
  9.9% | -0.1%
COCC(=O)N1CCC(Oc2ccc(C(=O)NC(C)c3nccs3)cc2)CC1 (centres undefined)
  -5.4% | -0.9%
NC(=O)Cn1cc(/C=N\NS(=O)(=O)c2ccc(Cl)cc2)c2ccccc21
  -3.7% | 0.2%
O=C(NCCN1CCOCC1)c1cc(-c2cccc(Cl)c2)on1
  -2.5% | 0.7%
CCCCSc1nc2sc3c(c2c(=O)n1-c1ccc(OC)cc1)CCN(C)C3
  8.1% | 0.6%
Cn1c2c(c(=O)n(C)c1=O)C(c1ccc(Br)cc1)C(C#N)=C(N)N2 (centres undefined)
  2.8% | -0.3%
CC1(C)CC(NC(=O)c2cccc(Cl)c2)CC(C)(C)N1
  12.9% | -0.4%
